Screening data deposited in PubChem by Sanford-Burnham Center for Chemical Genomics.
ER stress death – protection against thapsigargin ER stress killing – CSM14.1 cells, ATP luminescence, primary screen; CSM14.1 thapsigargin ER stress survival; relative survival (cellular ATP), % at 15 µg/mL (by protocol); 48,000 compounds, 0.33% hits; AID 1010, 2008;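 active means survival measured by cellular ATP above 50% at 15 µg/ml in the first screen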;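 further: cell death triggered by about 15 µM thapsigargin; ATP read 24 h after thapsigargin was added; plate controls were thapsigargin with DMSO for no effect and DMSO without thapsigargin for full effect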
Active calls of the source: *. An excerpt. The share of hits here may be higher or lower than overall.

SMILES | ER stress death
COc1ccc(C2(C(=O)Nc3ncccc3C)CCCC2)cc1OC | 10
Fc1ccccc1OCCCn1ccnc1 | 20
Cc1ccccc1OCC(=O)Nc1cc(Sc2ccccc2)cc([N+](=O)[O-])c1 | 14
C(=N/Nc1nc2ccccc2[nH]1)/c1ccc(N2CCOCC2)cc1 | -3
COc1cc(C=C2C(=O)NC(=O)NC2=O)ccc1OCc1cccc(F)c1 | 2
COc1ccc(C(=O)Nc2ccc(C)cc2C)cc1OC | 1
Cc1ccc(C#CC(CC(=O)c2ccccc2)CC(=O)c2ccccc2)cc1 | 5
NC(=O)c1c(NC(=O)C23CC4CC(CC(C4)C2)C3)sc2c1CCCCCC2 | 11
O=C1c2ccccc2NC(c2ccccc2)N1O (stereo not drawn) | 0
COc1cc(Br)c(/C=N/NS(=O)(=O)c2ccc(C)cc2)cc1OC | 4
COc1cc(CN2CCN(C(=O)c3ccc([N+](=O)[O-])cc3)CC2)cc(OC)c1O | -5
O=C(c1ccc(F)cc1F)N1CCN(c2cc(N3CCCCC3)c(F)cc2[N+](=O)[O-])CC1 | 2
CCOc1ccc(N2C(=O)CC(N3CCCCC3)C2=O)cc1 (stereo not drawn) | 4
Brc1ccc2[nH]c3c(c2c1)CCCC3n1cccc1 (stereo not drawn) | 4
CC1(C)CC(=O)C(C(C2=C(O)CC(C)(C)CC2=O)c2cccs2)C(=O)C1 (stereo not drawn) | 1
O=C(/C=C/c1cccc([N+](=O)[O-])c1)Nc1ccc(OC(F)(F)F)cc1 | 3
O=C1NN(c2ccccc2)C(=O)/C1=C\c1ccccc1O | 1
O=C1NC(=S)S/C1=C\c1cccc(OS(=O)(=O)c2cccc([N+](=O)[O-])c2)c1 | 1
Cc1cccn2c(=O)c(/C=C3\SC(=S)N(C(C)c4ccccc4)C3=O)c(NCCCn3ccnc3)nc12 (stereo not drawn) | 0
O=C(N/N=C/c1ccc(-c2ccccc2[N+](=O)[O-])o1)c1ccc2ccccc2c1O | 13
c1ccc2oc(SCCCCSc3nc4ccccc4o3)nc2c1 | 9
COc1ccc(C2/C(=C(/O)c3ccc(Cl)cc3)C(=O)C(=O)N2c2nccs2)cc1OC (stereo not drawn) | 1
COc1ccc(Br)cc1-c1nc2nnc(C)n2[nH]1 | 7
CCC(C)C(NC(=S)Nc1ccccc1)C(=O)O (stereo not drawn) | 4
COC(=O)c1ccc(Oc2nc(N(C)C)nc(N(C)C)n2)cc1 | 1
CCN(CC)c1ccc(N2C(=O)/C(=C/c3ccccc3Cl)SC2=S)cc1 | -1
Cc1ccc(S(=O)(=O)/N=C(/Nc2ccc(C)c(Cl)c2)Nc2nc(C)cc(C)n2)cc1 | 0
COC(=O)c1c(NC(=O)c2ccc(OCC(C)C)cc2)sc2c1CCC2 | 3
CCOC(=O)C1=C(C)NC2=C(C(=O)CCC2)C1c1ccc(Br)s1 (stereo not drawn) | 1
O=C(CNC(=O)c1ccc(Br)cc1)c1ccc(Cl)cc1 | 5

Single entries from the entries so far.
Result of COC(=O)c1ccc(Oc2nc(N(C)C)nc(N(C)C)n2)cc1 in ER stress death: 1
Result of COc1ccc(Br)cc1-c1nc2nnc(C)n2[nH]1 in ER stress death: 7

Remaining list, next part.
SMILES | ER stress death
COc1cccc(NCCC(=O)c2cccc([N+](=O)[O-])c2)c1 | 27
CCOC(=O)c1c(NC(=O)C2C3C=CC(C3)C2C(=O)O)sc2c1CCC2 (stereo not drawn) | 4
Cc1ccc(NC(=O)COc2ccccc2)c([N+](=O)[O-])c1 | -1
O=C(Nc1cccc([N+](=O)[O-])c1)c1ccc(-c2ccc(Cl)cc2)o1 | 2
O=C1NC(=S)N(c2ccc(Br)cc2)C(=O)/C1=C/C=C/c1ccccc1 | 1
O=C(CSc1nc2ccccc2o1)Nc1ccccc1Br | 0
Cc1cc(NC(=O)c2sc3cc(F)ccc3c2Cl)no1 | 2
Cc1ccccc1C(=O)Nc1cccc(C(=O)Nc2ccccc2Cl)c1 | -3
Cc1ccc(/C=C2\SC(=N)N(c3ccc(F)cc3)C2=O)cc1 | 2
COc1ccc(C2CC(=O)C3=C(C2)Nc2ccccc2NC3c2ccc(F)c(F)c2)cc1 (stereo not drawn) | 9
O=C1CCC(=O)N1CNc1ccc(Oc2ccccc2)cc1 | 6
O=C(Nc1c(Cl)cccc1Cl)c1ccc(F)cc1 | 10
O=C(/C=C/c1ccc([N+](=O)[O-])cc1)c1ccc(I)cc1 | 2
CC(Oc1ccccc1)C(=O)NC(c1ccccc1)c1ccccc1 (stereo not drawn) | 9
CC(=O)Nc1ccc(OC(=O)c2cccc([N+](=O)[O-])c2)cc1 | 21

Some of these compounds in order of length of the SMILES, smallest number first:
SMILES | ER stress death
O=C(Nc1c(Cl)cccc1Cl)c1ccc(F)cc1 | 10
O=C1CCC(=O)N1CNc1ccc(Oc2ccccc2)cc1 | 6
O=C(CNC(=O)c1ccc(Br)cc1)c1ccc(Cl)cc1 | 5
CC(Oc1ccccc1)C(=O)NC(c1ccccc1)c1ccccc1 (stereo not drawn) | 9
Cc1ccc(NC(=O)COc2ccccc2)c([N+](=O)[O-])c1 | -1
COc1cccc(NCCC(=O)c2cccc([N+](=O)[O-])c2)c1 | 27
O=C(/C=C/c1ccc([N+](=O)[O-])cc1)c1ccc(I)cc1 | 2
COC(=O)c1c(NC(=O)c2ccc(OCC(C)C)cc2)sc2c1CCC2 | 3
CC(=O)Nc1ccc(OC(=O)c2cccc([N+](=O)[O-])c2)cc1 | 21
CCN(CC)c1ccc(N2C(=O)/C(=C/c3ccccc3Cl)SC2=S)cc1 | -1
CCOC(=O)c1c(NC(=O)C2C3C=CC(C3)C2C(=O)O)sc2c1CCC2 (stereo not drawn) | 4
O=C(Nc1cccc([N+](=O)[O-])c1)c1ccc(-c2ccc(Cl)cc2)o1 | 2
COc1ccc(C2CC(=O)C3=C(C2)Nc2ccccc2NC3c2ccc(F)c(F)c2)cc1 (stereo not drawn) | 9
Cc1ccc(S(=O)(=O)/N=C(/Nc2ccc(C)c(Cl)c2)Nc2nc(C)cc(C)n2)cc1 | 0

Additional results follow.
SMILES | ER stress death
COc1c(Cl)ccc(Cl)c1C(=O)Nc1ccc(C)cc1 | 1
CCCC(=O)Nc1ccc(NC(=O)COc2ccccc2C)cc1 | 5
O=C1c2ccc(Oc3ccc([N+](=O)[O-])cc3)cc2C(=O)N1CCO | 19
CC(=O)OCCCN1C(=O)c2ccc(S(=O)(=O)c3ccc4c(c3)C(=O)N(CCCOC(C)=O)C4=O)cc2C1=O | 5
O=C(Nc1ccccc1C(=O)N/N=C/c1ccco1)c1ccccc1 | -2
CC1(C)CC(=O)C2=C(C1)Nc1ccccc1N(C(=O)C(F)(F)F)C2c1ccc(-c2ccc(Br)cc2)o1 (stereo not drawn) | 7
CC(=O)CCc1oc2ccc(C)cc2c1Cc1ccccc1 | 0
COc1ccc(OCCCCN2CCC(C)CC2)cc1 | -4
O=C(Nc1ccc(F)cc1)Nc1ccc(I)cc1 | -1
Cc1ccc(NC(=O)c2c(NC(=O)C(F)(F)F)sc3c2CCC3)c(C)c1 | -4
O=C1C(Cl)=C(Nc2ccccc2)C(=O)N1c1cccc(Cl)c1Cl | 0
CN(C)c1ccc(/C=C(/c2ccccc2)c2nc3ccccc3[nH]2)cc1 | 40
Cc1ccc(OCCOc2ccccc2C=O)cc1 | 0
CCOc1ccc(C(=O)N2CCN(c3ccccc3OC)CC2)cc1 | -6
Cc1ccccc1NS(=O)(=O)c1cccc(S(=O)(=O)c2ccc(Cl)cc2)c1 | 9
O=C(CCc1ccccc1)Nc1ccccc1-c1ccccc1 | 2
O=C(CN(c1cccc([N+](=O)[O-])c1)S(=O)(=O)c1ccccc1)N1CCN(c2ccccc2)CC1 | 10
N/C(=N\S(=O)(=O)Cc1ccccc1)Nc1nc2ccccc2o1 | 3
CC1=C(C(=O)OCCOc2ccccc2)C(c2ccc(Cl)cc2)C2=C(CC(C)(C)CC2=O)N1 (stereo not drawn) | 8
COc1cc(NC(=O)c2cccc(Br)c2)ccc1NC(=O)c1cc2ccccc2o1 | 3
COc1ccc(CCC(=O)NCCc2ccc(OC)c(OC)c2)cc1 | 7
O=C(NCC1CCCO1)C1CN(S(=O)(=O)c2ccccc2)CCN1S(=O)(=O)c1ccccc1 (stereo not drawn) | 11
C=CCOc1ccc(/C=C2/SC(=O)NC2=O)cc1Br | -4
CCOc1cccc(C(=O)Nc2nc(-c3ccc(C)cc3)cs2)c1 | 0
COc1cc(NC(=O)COc2cccc(OC)c2)cc(OC)c1 | 5
COc1cc(/C=C2/C(=O)NC(=O)N(c3ccccc3)C2=O)ccc1OCC(=O)O | 4
COc1ccc(N(CC(=O)NCCc2ccccc2)S(C)(=O)=O)cc1 | 3
O=c1cc(-c2ccccc2)[nH]n1-c1nc(-c2ccccc2)cc(-c2ccccc2O)n1 | 1
COc1cccc(/C=C2/C(=O)ON=C2c2ccccc2)c1OC | 12
O=C(NCC1(c2ccccc2)CCOCC1)C1COc2ccccc2O1 (stereo not drawn) | 6
Cc1ccc2oc(C(=O)Nc3ccc(Cl)cc3Cl)c(C)c2c1 | 1
CCOC(=O)c1c(NC(=O)c2ccc(S(=O)(=O)N3CCCCC3)cc2)sc(C)c1C | -2
O=[N+]([O-])c1ccc(S(=O)N(c2ccccn2)C2CCCCC2)cc1 (stereo not drawn) | 7
CC(C)CCNC(=O)C(=O)NCC1CCCO1 (stereo not drawn) | 4
CCOC(=O)C1=C(C)N=C2c3ccccc3C(=O)C2C1c1ccc(C)cc1 (stereo not drawn) | -1
Cc1ccc(C(=O)N2CCN(c3ccc(Cl)cc3)CC2)cc1 | 5
Cc1onc(-c2ccccc2)c1C(=O)N(C)C | 3
O=C(N/N=C/c1cccnc1)/C(=C\c1cccs1)NC(=O)c1ccccc1 | 1
Cn1c(=O)n(C)c2cc(/C=N\NC(N)=S)ccc21 | 1
Cc1ccc(C(=O)Nc2ccc3nn(-c4ccc(Cl)cc4)nc3c2)cc1[N+](=O)[O-] | 10
c1ccc(-c2nc(NC3CCCCC3)cc(-n3cccn3)n2)cc1 | 16
CCC(=O)NNC(=O)COc1ccc(Cl)cc1 | 19
CCOc1ccc(S(=O)(=O)N(CC(=O)NCc2ccc(OC)cc2)c2ccc(C)cc2)cc1 | 9
O=C(N/N=C/C1CC=CCC1)c1ccc([N+](=O)[O-])cc1Cl (stereo not drawn) | 1
COCCCNC(=O)C(=O)Nc1ccccc1C | -2
COc1cc(C2Nc3ccccc3C(=O)N2Cc2ccco2)cc(OC)c1OC (stereo not drawn) | 1
CC1=C(C(=O)OCC2CCCO2)C(c2ccccc2)NC(=O)N1 (stereo not drawn) | 3
[O-]/[N+](=C\c1ccc(F)cc1)c1ccccc1 | 6
CC(=O)c1ccc(NC(=O)c2c(-c3ccccc3)noc2C)cc1 | -5
O=C1C=C(c2ccccc2)CC(c2ccccc2)C1n1nnc2ccccc21 (stereo not drawn) | 95*
Cc1cc(C)nc(NC(=O)C2C3C=CC(C3)C2C(=O)O)c1 (stereo not drawn) | 6
CCOC(=O)C1=C(C)N=C2SCCN2C1c1ccccc1 (stereo not drawn) | 4
Cc1ccnc(NS(=O)(=O)c2ccc(NC(=O)C3CC=CCC3C(=O)O)cc2)n1 (stereo not drawn) | 3
COc1ccc(Cc2noc(-c3ccc(Br)cc3)n2)cc1 | -1
COc1cc(NC(=O)c2ccccc2OC)ccc1NC(=O)c1ccco1 | 0
CCOC(=O)NC(NC(=O)OCC)c1cccc([N+](=O)[O-])c1 | -2
Cc1c(Br)c([N+](=O)[O-])nn1CC(=O)Nc1c(C)n(C)n(-c2ccccc2)c1=O | 2
COc1ccc(/C=c2\sc3nc(-c4ccc(Cl)cc4Cl)nn3c2=O)cc1 | 1
COc1ccc(CN2CCN(C(=O)c3cccc(Cl)c3)CC2)c(OC)c1 | -4
N#C/C(=C/c1ccc(F)cc1)C(=O)Nc1cccc(Br)c1 | 0

Next part:
SMILES | ER stress death
Cc1ccccc1Nc1nc2nonc2nc1N1CCOCC1 | 2
CC(=O)N1c2ccccc2CCc2ccc(N)cc21 | 29
O=C(NC(c1ccccc1)c1ccccc1)c1ccc(Cl)c([N+](=O)[O-])c1 | 2
CCCOC(=O)c1cccc(NC(=O)COc2ccc(C)cc2Br)c1 | -2
O=C(O)/C=C/c1c(F)c(F)c(F)c(F)c1F | 10
COc1cc2c(cc1OC)C(c1ccc([N+](=O)[O-])cc1)=NC(C)(C)C2 | 9
S=C(NCc1ccccc1)NC1CC2CCC1C2 (stereo not drawn) | 2
c1ccc(-c2nc(-c3ccccn3)no2)cc1 | -3
Nc1nc2n(n1)C(C(F)(F)F)CC(c1ccco1)N2 (stereo not drawn) | 9
CCCCN=C(CCC)C1=C(O)CC(C)(C)CC1=O | 12
O=C(c1cccc(F)c1)N1CCN(c2ccc(Cl)cc2)CC1 | -1
O=C1c2cccc3cccc(c23)C(=O)N1Oc1ccc([N+](=O)[O-])cc1[N+](=O)[O-] | 9
O=C(Nc1ncc(Cc2ccc(Cl)cc2)s1)c1ccccc1Cl | 12
COc1ccc(C=Nc2ccccc2C(N)=O)c2ccccc12 | 5
O=C(COc1ccc(Cl)cc1)N1CCN(C(=O)c2cccnc2)CC1 | 9
Cc1cccc(C)c1OCC(=O)NCc1ccccc1 | 2
Clc1cccc(Cc2cnc(Nc3ccccn3)s2)c1Cl | -2
CCOc1ccc(C(=O)Nc2cc(-c3nc4ccccc4s3)ccc2C)cc1Cl | 16
COc1ccc(-n2[nH]c(C)cc2=O)cc1 | 3
Cc1onc(-c2ccccc2)c1C(=O)Nc1ccc(I)cc1 | 5
Cc1ccc(OCc2nc(-c3cccc([N+](=O)[O-])c3)no2)c(Br)c1 | 7
O=Cc1ccc(OC(=O)c2cccnc2)cc1 | 8
CC1CCCN(C(=O)Nc2ccc(F)cc2)C1 (stereo not drawn) | -12
O=C(O)CNC(=O)/C(=C\c1cccnc1)NC(=O)c1ccccc1 | 11
CCOC(=O)c1ccc(N2NC(=O)/C(=C/c3ccc(OC)c(Br)c3)C2=O)cc1 | 4
O=C(CCCCCN1C(=O)c2ccccc2C1=O)Nc1ccc(F)c(Cl)c1 | 10
Cn1c2ccccc2c2cc(C3Nc4ccccc4C(=O)N3Cc3ccco3)ccc21 (stereo not drawn) | -1
COc1ccc(-c2noc(COc3ccc(Br)cc3)n2)cc1 | 9
